ST2 IL33 inh: inhibitors of human ST2 (IL1RL1) binding to IL-33; Q01638; AlphaLISA ST2-Fc/biotin-IL-33 interaction, 1 h; inhibition, % for hits at 17 µM; actives 2.3% (n = 78,000); AID 1259354; in the data active means inhibition above about 30%; inconclusive means mostly about 10% to 28%
Target sequence (Q01638 whole entry, looked up): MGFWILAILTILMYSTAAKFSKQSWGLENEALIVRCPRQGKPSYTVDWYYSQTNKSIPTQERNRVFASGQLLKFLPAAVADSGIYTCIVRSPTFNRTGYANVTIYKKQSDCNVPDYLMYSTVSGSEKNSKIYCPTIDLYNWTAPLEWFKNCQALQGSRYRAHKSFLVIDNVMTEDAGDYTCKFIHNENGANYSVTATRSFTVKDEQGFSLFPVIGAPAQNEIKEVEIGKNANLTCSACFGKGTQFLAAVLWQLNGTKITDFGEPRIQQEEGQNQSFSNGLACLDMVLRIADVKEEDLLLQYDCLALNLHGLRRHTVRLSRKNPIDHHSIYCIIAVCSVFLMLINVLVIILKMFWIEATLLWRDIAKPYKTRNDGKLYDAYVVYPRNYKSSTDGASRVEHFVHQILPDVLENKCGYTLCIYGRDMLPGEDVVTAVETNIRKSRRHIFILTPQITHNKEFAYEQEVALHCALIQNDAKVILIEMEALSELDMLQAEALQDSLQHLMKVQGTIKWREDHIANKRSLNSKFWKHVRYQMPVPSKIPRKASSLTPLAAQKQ
The depositor's hits bear a star; i = inactive; ? = inconclusive.

SMILES	ST2 IL33 inh
Cc1ccc2c(c1)N(C(C)C(=O)N1CCCC1)C(=O)CO2 (stereo not given)	?
COC(=O)C1=C(NC(=O)c2ccc(Br)cc2)CCS1	?
CN1CCN([C@@H]2[C@H](O)[C@H](CO)O[C@@H]2CNS(=O)(=O)c2ccccc2)CC1	i
CCNc1nc(OC)nc(N2CCC(Cc3ccccc3)CC2)n1	i
Nc1ccc2oc(-c3cc(F)c(F)cc3Cl)nc2c1	i
CC(Oc1cccc(-n2ccnc2-c2ccccn2)c1)C(=O)O (stereo not given)	i
CCOc1ccc(/C=C/C(=O)Nc2ncn[nH]2)cc1OC	i
COc1ccc(/C=C2\SC(=O)N(c3ccccc3OC)C2=O)cc1	?
COc1ccc(Nc2ncnc3c2cnn3-c2ccccc2)cc1Cl	i
Cc1cc(Oc2ccc(C#N)cc2)nc(-c2ccccc2O)n1	i
CCSc1nc2c(c(=O)[nH]1)C(c1ccc(O)cc1)C1=C(CC(C)(C)CC1=O)N2 (stereo not given)	i
CCCCN(C)CCNC(=O)c1c[nH]n2c(=O)c(Cc3ccccc3F)c(C)nc12	i
CC(NC(=O)c1cc2n(n1)CCCN(C(C)C)C2)c1nccs1 (stereo not given)	i
CCOc1cc2c(cc1OCC)C(c1ccc(OC)cc1)OC(=O)C2 (stereo not given)	i
CCCCN(CC)c1ncnc2c1sc1nc(N3CCOCC3)c3c(c12)CC(C)(C)OC3	?
O=C(NCCSc1ncn[nH]1)c1ccc(NC(=O)C2CCC2)cc1	i
O=C(O)c1cn(-c2ccccc2)nc1-c1ccc(Br)cc1	i
CC12COC3(C(=O)Nc4cccnc4)CC1CCC32C (stereo not given)	i
CN1CCCc2c(n(Cc3ccccc3)c3ccccc23)C1=O	i
COc1ccc2c(=O)c(-c3ccccc3C)c(C)oc2c1C	i
COc1cccc(C2=N/C(=C\c3cn(C(C)=O)c4ccccc34)C(=O)O2)c1	?
COc1ccccc1N1C(=O)c2ccccc2NC1c1cc(Cl)cc2c1OCOC2 (stereo not given)	i
O=C(c1cc(-n2cccc2)ccc1O)N1CCC2(CCOCC2)CC1	i
CC(C)(C)C1CCc2onc(C(=O)Nc3cc(Cl)ccc3O)c2C1 (stereo not given)	i
CC(CCc1ccccc1)NCC(O)c1ccc(O)c(C(N)=O)c1 (stereo not given)	i
CCC1Oc2ccccc2N(CC(=O)NC2CCCCCC2)C1=O (stereo not given)	i
Cc1cnc(N2CCC(Oc3cccnc3)CC2)nc1-c1cnn(C)c1	i
O=C(Nc1cccc(C(F)(F)F)c1)c1cc2cc(Cl)cc(Cl)c2oc1=O	i
Cc1ccc(NC(=O)C2CCN(S(=O)(=O)c3c(C)noc3C)CC2)nc1	i
O=C1CN(Cc2cccc3cccnc23)CC(OCc2cccnc2)CN1CC1CCOCC1 (stereo not given)	i
CCCC12CN3CC(C)(CN(C1)C3c1ccc([N+](=O)[O-])cc1)C2=O (stereo not given)	?
Cc1cc(=O)[nH]c(SCc2ccc(F)cc2)n1	i
Cc1nn(-c2ccc(F)cc2)c(C)c1[C@@H]1C=C[C@@H](NS(=O)(=O)c2cccs2)C1	i
Cc1ccc(N=Cc2nc(-c3ccccc3F)oc2O)c([N+](=O)[O-])c1	34.0%*
COc1c[nH]c(CN2CCCC(CCc3cccc(F)c3)C2)cc1=O (stereo not given)	i
Cc1cc(OCC(=O)N2CCN(c3ccccn3)CC2)cc(C)c1Br	i
N#Cc1ccccc1S(=O)(=O)N[C@H]1CO[C@H]2[C@@H]1OC[C@H]2OC(=O)Nc1cccc2ccccc12	i
O=C(NCc1ccccc1Cl)C1(S(=O)(=O)c2ccc(Cl)cc2)CC1	i
O=C(Nc1nnc(-c2ccc(Cl)s2)o1)c1ccc(S(=O)(=O)N2CCCC2)cc1	i
CS(=O)(=O)c1ccc(C(=O)N2CCC3(CC2)C(=O)Nc2ccccc23)cc1	i
Cc1cc(C)n2c(SCCc3ccccc3)nnc2n1	i
CSc1ccc(C2C(C#N)=C(N)OC3=C2C(=O)CC(C)(C)C3)cc1 (stereo not given)	i
Cc1cc(N2CCOCC2)nc(N2CCN(S(=O)(=O)c3ccccc3Cl)CC2)n1	i
CC(C)(O)C#Cc1ccc(-c2nccn2-c2ccccc2CCO)cc1	i
Cc1nsc(NC(=O)NCC(c2ccccc2)c2ccccc2)n1	?
Cc1cccc(N2C(=O)CC(N3CCN(C)CC3)C2=O)c1 (stereo not given)	?
O=C(NCC1CCCO1)NC1(C(F)(F)F)Oc2ccc(Cl)cc2O1 (stereo not given)	i
COc1ccc(-c2ccc(NC(=O)CN)c(F)c2)cc1Cl	?
CC(C)OCCCNC(=O)NC1(C(F)(F)F)Oc2cc(Cl)c(Cl)cc2O1	i
COc1cc(O)c2c(=O)c(O[C@@H]3O[C@@H](C)[C@H](O)[C@@H](O)[C@H]3O)c(-c3ccc(O)cc3)oc2c1O	i

Next results
SMILES	ST2 IL33 inh
Cc1cc(C)n(CCCC(=O)N2CCC3(CN(C)C(=O)O3)C2)n1 (stereo not given)	?
COc1ccc(CN(C)S(=O)(=O)NCc2ccccc2)c2cccnc12	?
CN(C)c1ccc(CN2CC[C@H](c3nc4ccccc4[nH]3)C2)cc1	i
CCCC(=O)Nc1cc2c(cc1OC)NC(=O)CC2c1cccc2nsnc12 (stereo not given)	i
O=C(Nc1ccc2c(c1)OCO2)c1cnc2n(c1=O)CCS2	i
Cc1cccc(CNC(=O)C(=O)Nc2ccccc2Cl)c1	i
COc1cccc(-c2cc(C(F)(F)F)nc(N3CCN(C)CC3)n2)c1	?
Cc1c(CN[C@H]2CCN(Cc3ccccc3)C2)c2ccccc2n1CC(N)=O	i
COc1ccc(C2=Nn3c(nnc3-c3ccc(Br)cc3)SC2)cc1	?
COc1ccc(N=C2C(=O)Nc3ccccc32)cc1	?
COC(=O)c1c(NC(=O)c2ccc(Br)o2)sc2c1CCCC2	i
C=CCn1cc(CN2CCN(c3cccc(OC)c3)C(=O)C2C)c(C)n1 (stereo not given)	i
Cc1cccc(C(C)C)c1NC(=O)c1ccc(Cl)cc1Cl	i
COc1ccc(-n2c(=O)c3c4c(sc3n(CC(=O)NC3CCCC3)c2=O)CCC4)c(OC)c1	i
COc1ccccc1/C=C1/SC(N2CCN(C)CC2)=NC1=O	i
Cc1ccc(C(=O)N2CCC(C(=O)N3CCN(c4ccccc4F)CC3)CC2)cc1	?
COCC(=O)N1C[C@H]2CNC[C@@]2(C(=O)NCCc2ncccc2C)C1	i
Cc1ccc(NC(=O)CCC(=O)Nc2ccc(C)c(C)c2)cc1C	i
COc1ccccc1/C=C/CN1CCC2(CC1)c1ccccc1[C@@H](NC(=O)COc1ccccc1)[C@@H]2O	?
CCC1=C(c2ccc(OC)cc2)S(=O)(=O)N(CC(=O)NCc2cc(OC)ccc2OC)C1=O	i
Cc1cc(C(F)(F)F)nc(CCNCc2nnc(-c3ccc(C)n3C)o2)n1	i
CCc1nnc(NS(=O)(=O)c2ccc(NC(=O)c3ccccc3F)cc2)s1	i
COc1cccc(C2CC(c3cccc(C)c3)n3ncnc3N2)c1 (stereo not given)	i
Cc1cc(N(C)C)nc(Nc2ccc(NC(=O)c3c(F)cccc3F)cc2)n1	i
COC1(c2ccccc2)CCN(S(=O)(=O)NCc2ccccc2)CC1	i
Cc1nc(N2CCCCCCC2)ncc1C(C)NC(=O)CCn1cccn1 (stereo not given)	i
CN(Cc1cn[nH]c1-c1ccc(F)cc1)C(=O)c1cn2c(n1)CNCC2	i
O=c1[nH]cnc2[nH]ncc12	?
Cc1nn(CCCC(=O)Nc2cc(Oc3ccc(F)cc3)cc([N+](=O)[O-])c2)c(C)c1[N+](=O)[O-]	?
C=C(C)CN(CC)Cc1cc(OC)c(OC)c(OC)c1	i
N#Cc1c(-c2ccccc2)nc(N2CCCC2)[nH]c1=O	i
Cc1ccc2c(C(=O)CSc3ccccc3)c(C)[nH]c2c1	?
CC(C)c1ccc(C2NC(=O)NC3=C2C(=O)CC(C)(C)C3)cc1 (stereo not given)	i
O=C1NC(=O)C(=Cc2cccn2-c2cccc([N+](=O)[O-])c2)C(=O)N1	?
Cc1nc(C(F)(F)F)nc(N2C[C@H]3C[C@H](O)[C@H](O)C[C@H]3C2)c1C	?
CC(C)CN1CCC(NCc2nncn2C2CCCCC2)CC1	i
CC(C)Cn1cc(C(=O)N2CCN(c3ccccc3F)CC2)c2c3ccccc3n(C)c2c1=O	i
COc1cccc(CN2CCCC3(CCN(Cc4cccn4-c4ccccn4)C3)C2)c1OC (stereo not given)	i
O=C(Nc1ccc(S(=O)(=O)Nc2nccs2)cc1)c1cncc(Br)c1	i
O=[N+]([O-])c1ccc(S(=O)(=O)N2CCN(CCCc3ccccc3)CC2)cc1	34.0%*
CC(Oc1ccccc1)C(=O)Nc1c(C(=O)Nc2ccccc2F)oc2ccccc12 (stereo not given)	i
CN(Cc1ncc[nH]1)C(=O)CCN1CCCCO1	i
CCOC(=O)c1c(-c2ccccc2)oc2ccc(OC(C)C(=O)OC)cc12 (stereo not given)	i
O=C(OC[C@H]1O[C@@H](OC(=O)c2cc(O)c(O)c(O)c2)[C@H](OC(=O)c2cc(O)c(O)c(O)c2)[C@@H](OC(=O)c2cc(O)c(O)c(O)c2)[C@@H]1OC(=O)c1cc(O)c(O)c(O)c1)c1cc(O)c(O)c(O)c1	i
CN(C)CCNc1c2c(nc3ccccc13)CCC2	i
CCC(C)NS(=O)(=O)c1ccc(NC(C)=O)cc1 (stereo not given)	i
CCN(CC)S(=O)(=O)c1ccc(C(=O)N(c2cc(C)cc(C)c2)C2C=CS(=O)(=O)C2)cc1 (stereo not given)	i
CSCCNC(=O)C1CCN(c2nc(C)c3cc(C)c(C)cc3n2)CC1	i
CSc1ccc2c(C)cc(N3CCC(O)(Cn4ccnc4)CC3)nc2c1	i
Cc1cc(C)n2nc(SC(C)C(=O)NCCC(C)C)nc2n1 (stereo not given)	?

(more compounds)
SMILES	ST2 IL33 inh
O=C(Nc1nc(-c2ccccn2)cs1)c1ccc(Br)s1	i
COc1cccc(CC2(CO)CCN(c3ccc(-c4nccn4C)nn3)CC2)c1	i
COC(=O)CC1(c2ccc(Cl)cc2)C(=O)c2ccccc2C1=O	i
CCC(=O)N1c2ccccc2NC2=C(C(=O)CC(c3ccccc3)C2)C1c1ccc2c(c1)OCO2 (stereo not given)	i
COc1cc(C=O)ccc1OCCCOc1ccccc1C(=O)O	i
CC(C)c1ccc(NC(=O)c2coc(=O)c3ccccc23)cc1	i
O=C(NCCCN1CCOCC1)c1cc2c(=O)oc3ccccc3c2s1	i
CC(Cn1ccc2ccccc21)NC(=O)c1ccc(-n2cnnc2)cc1 (stereo not given)	i
COc1cccc(Cn2c(CNS(=O)(=O)c3ccc(Cl)cc3)nc3cccnc32)c1	i
C=CCc1ccccc1OCCNCCO	i
Cc1ccc(C2CC(C(F)(F)F)n3ncc(C(=O)NCCN4CCOCC4)c3N2)cc1 (stereo not given)	i
Oc1oc(-c2ccc(Br)cc2)nc1C=Nc1nc2ccccc2s1	i
CC(=O)C1=C(C)NC(SCC(=O)O)=C(C#N)C1c1ccccc1 (stereo not given)	i
CC(=O)Nc1ccc(-c2csc(N)n2)cc1	i
O=C(C[C@@H]1O[C@H](CNC(=O)Nc2cccc(F)c2)[C@@H](O)[C@H]1O)NC1CC1	i
CN1CCCn2nc(C(=O)NCCN3CCC(c4ccccc4)C3)cc2C1 (stereo not given)	i
O=C(CCC1CCN(Cc2cccc(Oc3ccccc3)c2)CC1)N1CCCC1	i
C[C@@H]1CN(Cc2nc(Cc3ccccc3Cl)no2)C[C@H](C)O1	i
O=C(O)c1ccccc1C1CCN(C(=O)c2ccc(-n3cnnc3)cc2)C1 (stereo not given)	i
CC1=C(C(=O)Nc2ccc(C)cc2C)C(c2ccc(Br)cc2)n2nnnc2N1 (stereo not given)	i
Cc1ccc(Nc2c(-c3ccc(N(C)C)cc3)nc3cnccn23)cc1	?
CC(C)CN1CC[C@H](c2nc3ccccc3n2C)C1	i
Oc1ccc(-c2cccc(-n3cnnc3)c2)cc1	?
Cc1nc(-c2cccc(NS(=O)(=O)c3ccc(Cl)cc3)c2)cs1	i
O=S(=O)(c1ccc(O)cc1)c1ccc(-c2ccccc2)cc1	i
CCOC(=O)C1CCC(CNC(=O)Nc2c(C)nc3nc[nH]n3c2=O)CC1 (stereo not given)	?
O=C(C1CCCN(S(=O)(=O)c2ccccc2[N+](=O)[O-])C1)N1CCCC1 (stereo not given)	i
COc1ccc(C(=O)Nc2cc(Cl)ccc2Cl)cc1N	?
O[C@@H]1CN(Cc2ccc3nonc3c2)CC[C@H]1c1ccc2c(c1)OCO2	i

3 of the compounds above, with bars between the fields.
Molecule | ST2 IL33 inh
O=C(C1CCCN(S(=O)(=O)c2ccccc2[N+](=O)[O-])C1)N1CCCC1 (stereo not given) | i
COc1ccc(C(=O)Nc2cc(Cl)ccc2Cl)cc1N | ?
O[C@@H]1CN(Cc2ccc3nonc3c2)CC[C@H]1c1ccc2c(c1)OCO2 | i

Compounds above that have an NH in an aromatic ring:
SMILES	ST2 IL33 inh
CCOc1ccc(/C=C/C(=O)Nc2ncn[nH]2)cc1OC	i
CCSc1nc2c(c(=O)[nH]1)C(c1ccc(O)cc1)C1=C(CC(C)(C)CC1=O)N2 (stereo not given)	i
CCCCN(C)CCNC(=O)c1c[nH]n2c(=O)c(Cc3ccccc3F)c(C)nc12	i
O=C(NCCSc1ncn[nH]1)c1ccc(NC(=O)C2CCC2)cc1	i
Cc1cc(=O)[nH]c(SCc2ccc(F)cc2)n1	i
COc1c[nH]c(CN2CCCC(CCc3cccc(F)c3)C2)cc1=O (stereo not given)	i
CN(C)c1ccc(CN2CC[C@H](c3nc4ccccc4[nH]3)C2)cc1	i
CN(Cc1cn[nH]c1-c1ccc(F)cc1)C(=O)c1cn2c(n1)CNCC2	i
O=c1[nH]cnc2[nH]ncc12	?
N#Cc1c(-c2ccccc2)nc(N2CCCC2)[nH]c1=O	i
Cc1ccc2c(C(=O)CSc3ccccc3)c(C)[nH]c2c1	?
CN(Cc1ncc[nH]1)C(=O)CCN1CCCCO1	i
CCOC(=O)C1CCC(CNC(=O)Nc2c(C)nc3nc[nH]n3c2=O)CC1 (stereo not given)	?

Screens (PubChem)

These rows are one share of the data, so the mix of outcomes need not match the whole.
